Source: PubChem BioAssay
Jurkat NFkB inh = inhibitors of the PMA/ionomycin-induced NF-kB reporter in Jurkat cells; PMA/ionomycin-induced NF-kB luciferase reporter, luminescence; inhibition, % at 4 µM; 0.53% of 330,000 active; in the data active = inhibition above about 50%
Gli-Sufu antag = Gli-Sufu pathway antagonism; Sufu-KO-LIGHT fibroblasts, Gli luciferase reporter luminescence; inhibition, % at 5 µM; 0.74% of 340,000 active; AID 588413;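 active = inhibition above about 55%, limit read from the data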;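 also: 0% = DMSO-treated cells and 100% = wells with medium but no cells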
UBC13 inh = inhibitors of human UBC13 polyubiquitin chain formation | 0.47% of 330,000 active | AID 485273 | TR-FRET | P61088 | inhibition, % at 20 µM; in the data active = inhibition above about 45%, passing the limit was not always enough
Target sequence (P61088 whole entry, looked up): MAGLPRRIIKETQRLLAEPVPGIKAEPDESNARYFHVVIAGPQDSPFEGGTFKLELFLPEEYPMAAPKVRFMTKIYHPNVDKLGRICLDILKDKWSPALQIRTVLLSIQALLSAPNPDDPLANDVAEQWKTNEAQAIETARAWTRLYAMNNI
697 NFkB inh = lowers PMA/ionomycin-induced NF-kB signal in 697 B cells; AID 435022; 697 B-cell NF-kB luciferase reporter, 16 h; inhibition, % at 4 µM; 0.33% of 330,000 active; in the data active = inhibition above about 35%
APJ antagonist = blocks the human apelin receptor APJ; inhibition, % at 20 µM; CHO-K1 APJ beta-arrestin complementation, luminescence; 0.32% of 330,000 active; P35414;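 active = inhibition above about 40% at 20 µM, limit read from the data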;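 also: cells challenged with 10 nM apelin-13 agonist together with compound; plate controls were apelin-13 plus DMSO wells for no effect and DMSO wells lacking apelin-13 for full effect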
Target sequence (P35414 whole entry, looked up): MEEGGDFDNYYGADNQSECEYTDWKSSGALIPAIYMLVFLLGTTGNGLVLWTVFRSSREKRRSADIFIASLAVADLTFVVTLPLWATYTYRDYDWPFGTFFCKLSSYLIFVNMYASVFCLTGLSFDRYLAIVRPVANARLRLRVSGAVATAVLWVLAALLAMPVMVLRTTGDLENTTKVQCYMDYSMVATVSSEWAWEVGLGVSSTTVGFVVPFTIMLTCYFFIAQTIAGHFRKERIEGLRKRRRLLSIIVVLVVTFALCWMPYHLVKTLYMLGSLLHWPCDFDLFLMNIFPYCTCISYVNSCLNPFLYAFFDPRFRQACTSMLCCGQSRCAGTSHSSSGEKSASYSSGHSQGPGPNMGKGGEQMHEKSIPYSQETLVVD
EBI2 antag = antagonists of human EBI2 receptor; P32249; EBI2 beta-arrestin recruitment, luminescence, 7a,25-OHC stimulated; inhibition, % at 5 µM; 0.81% of 360,000 active; AID 651636; in the data active = inhibition above about 38%;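 also: enzyme fragment complementation signal reports receptor beta-arrestin coupling in cells; 0% = agonist plus DMSO wells and 100% = wells without agonist; some results beyond the cut were filed as inactive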
CXCR6 block = blocks human CXCR6 beta-arrestin recruitment. O00574. CHO-K1 PathHunter CXCR6 beta-arrestin, luminescence. inhibition, % at 20 µM. 0.36% of 360,000 active. AID 602244; in the data active = inhibition above about 34%, passing the limit was not always enough;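 also: antagonist mode with CXCL16 agonist at 10 nM final; 0% = 10 nM CXCL16 with DMSO and 100% = unstimulated wells without agonist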
Target sequence (O00574 whole entry, looked up): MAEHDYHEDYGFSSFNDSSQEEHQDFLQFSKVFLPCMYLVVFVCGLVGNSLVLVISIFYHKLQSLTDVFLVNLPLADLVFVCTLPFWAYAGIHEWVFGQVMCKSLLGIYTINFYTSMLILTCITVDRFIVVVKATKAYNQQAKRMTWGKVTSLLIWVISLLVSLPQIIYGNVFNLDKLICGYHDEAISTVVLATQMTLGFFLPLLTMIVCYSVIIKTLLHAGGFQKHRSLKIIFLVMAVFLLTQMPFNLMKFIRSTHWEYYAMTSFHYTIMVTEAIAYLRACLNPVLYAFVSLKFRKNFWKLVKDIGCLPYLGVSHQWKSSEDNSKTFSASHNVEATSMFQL
CCR6 antagonist = blocks CCL20-driven beta-arrestin recruitment at human CCR6; 0.49% of 340,000 active; inhibition, % at 20 µM; CHO-K1 CCR6 PathHunter beta-arrestin, luminescence, CCL20-stimulated;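 active = compounds whose inhibition of the agonist-driven luminescence signal at 20 µM reaches about 50%, limit read from the data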;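 also: cells stimulated with CCL20 at 14 nM final; plate controls were DMSO with CCL20 for no effect and DMSO without agonist for full effect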
Starred values were filed as active, the others as inactive; x = no result given.

SMILES	Jurkat NFkB inh	Gli-Sufu antag	UBC13 inh	697 NFkB inh	APJ antagonist	EBI2 antag	CXCR6 block	CCR6 antagonist
CC(C)C(NC(=O)c1ccccc1NC(=O)C(C)(C)C)C(=O)N1CCOCC1 (centres undefined)	-11	-10	2	18	2	-4	2	13
COc1ccc(/C=N/NC(N)=S)cc1OC(=O)c1cccc2ccccc12	11	23	-9	-8	1	56*	9	9
COC(=O)[C@@H]1C[C@@H]2CC[C@@H](O)C[C@@H]2N1Cc1ccc(Cl)cc1	-11	2	1	4	15	4	-11	-2
CCCCN(CC)CCNC(=O)c1cc2c(=O)[nH]c3ccc(C)cc3c2s1	-13	2	34	-16	8	-16	0	-1
COCC1CCN(C(=O)c2oc3c(F)cccc3c2C)C1 (centres undefined)	-14	-6	-12	-33	-18	0	6	3
CCCCNS(=O)(=O)CCNCc1ccccc1OC	x	-12	x	11	x	-7	0	2
O=C(O)c1cc(-c2ccc3ccccc3n2)nc2ccccc12	22	-25	-12	-44	14	-3	6	2
O=C(O/N=C\c1ccc(N2CCCCC2)c([N+](=O)[O-])c1)c1cccc(Cl)c1	-21	19	-13	5	13	15	9	13
CS(=O)(=O)c1ccc(C(=O)N2CCN(C(=O)c3ccco3)CC2)cc1	1	1	5	23	10	-7	-2	7
c1cc2nc(C34CC5CC(CC(C5)C3)C4)[nH]c2cn1	-8	-5	1	0	5	-27	4	6
O=C(COc1ncnc2ccccc12)NC1CCCCC1	-12	-3	16	-10	0	1	1	13
Cc1ccc(C(=O)N/C(=C\c2ccc(-c3cccc([N+](=O)[O-])c3)o2)C(=O)NCCCN2CCOCC2)cc1	-7	23	30	-14	-16	-21	-9	-36
COc1ccc(OC(C)C(=O)NC2CCCCCCC2)cc1 (centres undefined)	-9	-4	-5	7	18	17	3	1
Cc1ccc(C(=O)N2CCc3ccccc32)cc1C	x	-52	x	x	x	-3	0	14
Cc1cnc(NC(=O)Nc2ccccc2)c(C)n1	-18	2	8	-10	3	-6	3	6
COc1ccc(NC(=O)CN(C)C(=O)CCSc2ccc(C)cc2)cc1	0	4	-11	-9	-15	-3	-10	1
CN(C)S(=O)(=O)c1ccc(C(=O)Nc2ccccc2SCCC#N)cc1	5	4	-3	-3	7	-10	-8	-4
O=C(COc1ccccc1C(=O)NCC1CCCO1)Nc1ccc(Br)cc1 (centres undefined)	-5	-3	-6	-5	11	3	-1	8
CCOc1ccc(C(=O)c2cc([N+](=O)[O-])ccc2Cl)cc1	15	1	-7	19	-18	0	-10	7
Cn1c(=O)c(-c2ccccc2)c(O)c2ccccc21	-4	1	7	13	-12	-3	-5	-12
CC1CCc2c(sc3ncnc(NCCCOC(C)C)c23)C1 (centres undefined)	-18	0	6	-28	-9	45*	-14	20
Cn1c(CN2CCCC(C(=O)c3ccc4c(c3)OCO4)C2)nc2ccccc21 (centres undefined)	-7	0	-11	-4	2	-5	-1	15
Cc1cc(C)nc(N/N=C2/CCSc3ccc(F)cc32)n1	-9	-2	-14	5	-22	-8	-2	-5
CCN1CCN(C(=O)C2=C(C(=O)O)CCCC2)CC1	-20	2	6	17	2	-16	5	-1
Cc1ccc2[nH]cc(C(=O)CN3CCOCC3)c2c1	5	-4	-9	26	2	-4	-5	-16

(listing goes on)
SMILES	Jurkat NFkB inh	Gli-Sufu antag	UBC13 inh	697 NFkB inh	APJ antagonist	EBI2 antag	CXCR6 block	CCR6 antagonist
Nc1nc(C23CC4CCC(CC(C4)C2)C3)cs1	7	2	11	-12	1	28	3	1
COc1cc(NC(=O)C2CCN(S(=O)(=O)c3cccc4nonc34)CC2)cc(OC)c1	-14	3	-2	-28	12	11	8	10
COc1ccc(CN(C(=O)c2cc3ccccc3oc2=O)C2CCS(=O)(=O)C2)cc1OC (centres undefined)	-48	-3	-4	-5	-11	-11	4	11
COc1ccc(C(O)Cn2c(=N)n(CCCN(C)C)c3ccccc32)cc1 (centres undefined)	-17	3	3	14	10	7	-5	-17
CCC(=O)c1cc2c(C)cc(=O)oc2c(C)c1O	-3	-10	45*	11	21	-1	-17	9
N/C(CC(=O)NCCOc1ccccc1)=N\O	8	-1	9	14	12	4	-4	-2
O=C(CCCN1C(=O)/C(=C/c2cccs2)SC1=S)NNC(=O)c1ccc(F)cc1	-3	-28	8	28	15	63*	14	19
O=C(c1ccccc1)c1ccc(OCC(=O)N2CCOCC2)cc1	-4	-8	-5	-14	-4	-1	2	10
O=C(COc1ncnc2c(Cl)cc(Cl)cc12)Nc1cc([N+](=O)[O-])ccc1Cl	7	16	-6	-25	-11	4	-1	9
COc1cc(C(=S)N2CCOCC2)ccc1OS(=O)(=O)c1ccc(Cl)cc1	21	-21	-1	-3	4	-3	-3	11
CC(=O)Nc1cc(=O)c2cccnc2[nH]1	x	7	x	x	x	2	1	2
O=C(COC(=O)/C=C/c1ccc(C(F)(F)F)cc1)NCCC1=CCCCC1	1	-1	2	-9	16	-12	3	6
CCN(CC(=O)Nc1c(F)cccc1F)C(=O)/C=C/c1cn(Cc2ccccc2)nc1-c1cccnc1	5	7	7	-5	-13	6	0	20
O=c1[nH]c(=S)[nH]cc1Oc1ccccc1	x	3	x	x	x	4	-4	-6
O=C(NC(=S)N1CCOCC1)c1cc2ccccc2o1	-23	-16	-4	-2	6	-7	-10	-12
O=C(CNc1ccc2ccccc2c1)N/N=C/c1ccncc1	11	2	-14	1	-14	11	-5	7
Cc1ccc(C)n1-c1cc(S(=O)(=O)N2CCOCC2)ccc1N1CCCC1	15	6	0	5	14	0	2	4
CC(=O)OC1CC2(C)C(CCC2(O)C(C)=O)C2CCC3C(Cl)C(=O)CCC3(C)C12 (centres undefined)	x	1	x	x	x	17	-2	4
O=C(/C=C/c1ccccc1[N+](=O)[O-])NCCc1ccc(F)cc1	-3	-5	-12	9	-30	0	14	7
CCCC(=O)NCCCc1nc2ccccc2n1CCC	14	-4	-1	-4	-1	-9	-3	8
COc1cccc(CNC(=O)CN(C)S(=O)(=O)c2ccc3c(c2)CC(C)N3C(C)=O)c1 (centres undefined)	2	-3	4	-10	-41	-5	-1	8
COc1ccccc1NS(=O)(=O)c1ccc(C(=O)NCC(c2ccccc2OC)N(C)C)cc1 (centres undefined)	-18	22	6	11	8	0	4	2
CCOC(=O)c1cnc(-n2nc(C)cc2C)[nH]c1=O	0	0	12	15	1	7	-11	2
O=C(CSc1nnc(COc2ccc(Cl)cc2)o1)Nc1ccc(N2CCOCC2)cc1	-15	-8	-2	-4	-20	14	0	13
O=C(NC1CCCCCC1)C(=S)NCCc1ccccc1	-23	0	7	-13	11	14	-6	12

Individual results from the results shown.
Jurkat NFkB inh result of Cc1ccc(C)n1-c1cc(S(=O)(=O)N2CCOCC2)ccc1N1CCCC1 → 15
Jurkat NFkB inh result of O=C(COC(=O)/C=C/c1ccc(C(F)(F)F)cc1)NCCC1=CCCCC1 → 1
EBI2 antag result of O=C(CNc1ccc2ccccc2c1)N/N=C/c1ccncc1 → 11

Next part
SMILES	Jurkat NFkB inh	Gli-Sufu antag	UBC13 inh	697 NFkB inh	APJ antagonist	EBI2 antag	CXCR6 block	CCR6 antagonist
Cc1ccc(-n2c(SCC(=O)N3CCOCC3)nnc2-c2cccnc2)cc1	-23	-10	-9	-26	-1	-12	3	-3
CC(=O)Nc1ccc(C(=O)N/N=C/C2CC3C=CC2C3)cc1 (centres undefined)	0	-3	2	16	0	-9	-2	-9
Cc1ccccc1-n1c(-c2ccncc2)n[nH]c1=S	0	5	7	19	2	1	-3	-9
N/C(=N\OC(=O)c1cc(-c2ccccc2)nc2ccccc12)c1cccnc1	6	4	19	6	-43	-9	-9	-13
O=C(O)CN1C(=O)C2C3CC(C2C1=O)C1C(c2ccc(F)cc2)c2sc(=O)[nH]c2SC31 (centres undefined)	-4	-11	4	2	7	2	-2	5
CCOc1ccc(OCCC(=O)N(CCCOC)c2c(N)n(Cc3ccccc3)c(=O)[nH]c2=O)cc1	17	-15	2	26	-60	2	1	7
CC(=O)c1cccc(NC(=O)C2CCN(S(=O)(=O)c3cccs3)CC2)c1	-13	-1	-6	5	-1	-5	-1	1
O=C(CC(c1ccccc1)c1cc(Br)ccc1O)N1CCCCC1 (centres undefined)	-7	9	-2	4	-11	1	-6	11
O=C(NCC1CCCO1)/C(=C\c1ccco1)NC(=O)c1ccc(Cl)cc1 (centres undefined)	4	-8	-3	3	10	-17	2	12
Cc1cc(Cl)ccc1OCC(=O)NNC(=O)c1ccc(=O)[nH]c1	3	-1	8	18	6	12	-1	1
COc1ccc(-n2c(SCC(=O)Nc3ccccc3C)nc(O)c(Cc3ccccc3)c2=O)cc1	2	5	-13	5	4	-10	-4	6
COc1cc(-c2nc(S(=O)(=O)c3ccc(C)cc3)c(N(C)C)o2)cc(OC)c1OC	5	10	-1	8	33	2	8	-4
CC1(C)CC(=O)C(N=Nc2cc(S(=O)(=O)N3CCOCC3)ccc2Cl)=C(O)C1	-14	-4	2	-14	-13	x	x	4
Cc1sc2nc(CN(C(=O)NC3CCCCC3)C3CCCC3)[nH]c(=O)c2c1C	25	15	6	15	2	0	7	12
CC(C)N(Cc1nc(-c2ccc(Cl)cc2)no1)Cc1nccn1C	16	12	16	4	17	5	-6	-5
Cc1nc(SCC(=O)N2CCCC2=O)nc(C)c1C	-10	8	-3	-7	-2	-8	-1	6
O=C1COc2ccc(C(=O)CSc3nnc(Cc4cccs4)n3-c3ccc(Cl)cc3)cc2N1	-12	-1	-4	-26	-3	9	3	6
CCCCCCn1c(=O)[nH]c2nc3cc(N)c(C)cc3nc2c1=O	x	9	x	x	x	-13	-26	-11
OCC(O)CSc1nc(-c2ccccc2)nc2c1CCC2 (centres undefined)	13	2	8	6	23	1	6	5
COc1cccc(NC(=O)N2CCCC2C(=O)NCc2ccccc2F)c1 (centres undefined)	7	-2	4	5	-4	-6	3	18
c1ccc(OCCn2c(-c3ccco3)nc3ccccc32)cc1	-1	-11	-3	-23	19	11	9	8
CCCOc1ccc([C@@H]2C3CN(C(=O)OCC)CC=C3C(C#N)=C(N)C2(C#N)C#N)cc1OC (some centres undefined)	-1	1	3	-12	29	19	16	31
COc1ccc(S(=O)(=O)N2CCOC23CCN(S(C)(=O)=O)CC3)cc1	-7	-7	3	8	-2	2	-3	-1
Cc1ccccc1NC(=O)CSCC(=O)Nc1ccccc1C	-12	5	-1	-9	-3	5	2	-4
CS(=O)(=O)N(CCc1ccccc1)CC(=O)Nc1ccccc1	10	2	-8	-3	10	-3	10	3

(list continues)
SMILES	Jurkat NFkB inh	Gli-Sufu antag	UBC13 inh	697 NFkB inh	APJ antagonist	EBI2 antag	CXCR6 block	CCR6 antagonist
CCCCN1C(=O)C(C#N)CC2=C1CC(C)(C)CC2=O (centres undefined)	x	0	x	x	x	-3	2	10
COc1ccc(-c2nc(-c3ccccn3)ncc2S(C)(=O)=O)cc1	-8	-10	-48	-9	14	-2	0	12
COc1ccccc1N1CCN(C(=O)CCC(=O)Nc2nnc(C(C)C)s2)CC1	-2	3	2	-9	-2	-2	0	19
Cc1nc2c(C#N)cnn2c2c1CCN(Cc1ccccc1)N2C	8	1	-14	-1	-30	3	-7	12
O=C(c1ccc(-n2cncn2)c([N+](=O)[O-])c1)N1CCN(S(=O)(=O)c2c(F)cccc2F)CC1	-5	-11	0	-11	-36	-13	-16	3
COc1ccc(NC(=O)CCc2nnc3ccc(NCc4ccc5c(c4)OCO5)nn23)cc1	2	10	-5	-25	5	-4	-5	-1
N/C(COc1ccc(Cl)cc1Cl)=N\NS(=O)(=O)c1ccccc1	0	-11	5	10	15	-2	4	3
CCOC(=O)[C@H]1[C@H]2COc3ccc(Br)cc3[C@H]2N2C(=O)CNC(=O)[C@@]12C	14	-2	8	15	18	-5	0	4
O=C(c1c(F)cccc1F)N1CCC(n2nnc3cc(C(F)(F)F)ccc32)CC1	10	-1	4	9	2	-3	-5	7
COc1ccccc1/C=C/C=NC1C(=O)N(c2ccccc2)[N+](C)=C1C (centres undefined)	9	34	-9	-21	2	-1	-9	14

Entries of single compounds as entered above. Order of values: Jurkat NFkB inh	Gli-Sufu antag	UBC13 inh	697 NFkB inh	APJ antagonist	EBI2 antag	CXCR6 block	CCR6 antagonist
Entry for COc1ccc(NC(=O)CCc2nnc3ccc(NCc4ccc5c(c4)OCO5)nn23)cc1 → 2	10	-5	-25	5	-4	-5	-1
Entry for COc1ccccc1N1CCN(C(=O)CCC(=O)Nc2nnc(C(C)C)s2)CC1 → -2	3	2	-9	-2	-2	0	19
